Source: PubChem (several laboratories)
SKN-1 block = C. elegans SKN-1 inhibition | C. elegans VP596 Pgst-4::GFP/RFP ratio, acrylamide-induced, 24 h | inhibition, % at 21.8 µM | actives 0.49% (n = 360,000) | AID 624304;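 active = interference check ratio from 0.5 to 1.5 plus GFP to RFP signal ratio inhibition reaching or exceeding a fixed threshold, cut at about 30% in these data, passing the limit was not always enough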; note: some compounds called inactive have numbers as strong as hits
MT1-MMP act inh = inhibitors of human MT1-MMP activation; P50281; HT1080 RFP-PRO-GFP cells, GFP/RFP ratio fluorescence, overnight; percent of plate control window, DMSO zero; GFP/RFP ratio change, % at 20 µM; actives 0.061% (n = 360,000);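 active = GFP/RFP ratio change of at least 30% with cell ATP level not reduced by more than half and red fluorescence within 50% of control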; note: strong numbers were not always called active
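Test system: HT1080 cells expressing an RFP-PRO-GFP fluorescent reporter construct / Compound dosing: single-point 20 µM compound, 1% DMSO / Schedule: cells overnight before dosing, compound overnight, 37 °C, 5% CO2 / Evaluation: GFP/RFP fluorescence ratio / Control set: DMSO and RFP-L50D-GFP cell wells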
Neddylation inh = inhibitors of human cullin neddylation; TR-FRET cullin neddylation, biochemical; calls only at 25 µM; actives 0.58% (n = 360,000); AID 651699; in the data active = inhibition above about 36%
Target sequence (P61081 whole entry, looked up): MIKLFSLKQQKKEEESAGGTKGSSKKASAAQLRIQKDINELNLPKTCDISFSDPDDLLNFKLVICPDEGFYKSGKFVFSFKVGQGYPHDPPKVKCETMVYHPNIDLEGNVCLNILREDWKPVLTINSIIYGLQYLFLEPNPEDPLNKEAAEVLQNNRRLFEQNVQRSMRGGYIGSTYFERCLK
Target sequence (Q13564 whole entry, looked up): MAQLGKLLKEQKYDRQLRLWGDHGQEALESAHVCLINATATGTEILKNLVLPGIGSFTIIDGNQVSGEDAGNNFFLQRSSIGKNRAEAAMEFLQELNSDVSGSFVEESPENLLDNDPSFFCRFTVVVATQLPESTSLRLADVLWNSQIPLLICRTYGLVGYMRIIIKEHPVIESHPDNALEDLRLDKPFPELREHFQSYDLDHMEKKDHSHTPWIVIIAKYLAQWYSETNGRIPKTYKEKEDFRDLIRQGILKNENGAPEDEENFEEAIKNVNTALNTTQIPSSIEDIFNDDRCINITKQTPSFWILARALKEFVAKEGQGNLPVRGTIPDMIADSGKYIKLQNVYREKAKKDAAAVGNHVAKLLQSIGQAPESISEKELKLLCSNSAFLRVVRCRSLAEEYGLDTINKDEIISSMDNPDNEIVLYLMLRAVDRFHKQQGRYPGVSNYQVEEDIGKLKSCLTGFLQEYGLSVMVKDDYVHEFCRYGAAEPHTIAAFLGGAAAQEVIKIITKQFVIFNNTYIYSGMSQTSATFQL
CendR NRP1 mod = alters CendR peptide binding to human NRP-1 | O14786 | FAM-RPARPAR peptide binding to NRP-1, fluorescence polarization | inhibition, % at 25 µM | actives 0.85% (n = 360,000) | AID 602438;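 active = inhibition or corrected inhibition above about 18%, plus a signal ratio from 0.5 to 1.5, limit read from the data, passing the limit was not always enough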; note: strong numbers were not always called active
MsrA act = bovine methionine sulfoxide reductase A activation | purified bovine MsrA, absorbance read-out | activation, % at 10.6 µM | actives 0.3% (n = 360,000); in the data active = activation above about 7.5%;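 note: 0% = vehicle and 100% = reference activator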
eLon inh = E. coli protease La inhibition. inhibition, % at 7.94 µM. purified E. coli Lon protease, fluorescence polarization. actives 0.42% (n = 360,000); in the data active = inhibition above about 13%, passing the limit was not always enough;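 note: 0% = enzyme with probe and DMSO and 100% = no enzyme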
Rin1 Abl inh = blocks binding of human Rin1 to Abl | P00519+Q13671 | actives 0.4% (n = 360,000) | inhibition, % at 7.35 µM | AID 588664 | TR-FRET Rin1/Abl binding, biochemical; in the data active = inhibition above about 5%, passing the limit was not always enough
FAS TE block = blocks the thioesterase domain of human fatty acid synthase | P49327 | actives 0.67% (n = 360,000) | inhibition, % at 15 µM | recombinant FAS-TE, OMFH fluorogenic substrate, fluorescence endpoint;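 active = compounds whose normalised, plate-corrected inhibition of enzyme fluorescence in the single-dose primary screen is 50% or more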;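 note: 0% = DMSO with enzyme and 100% = substrate without enzyme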
MsrA inhibitor = bovine MsrA inhibition; purified bovine MsrA, absorbance read-out; actives 0.75% (n = 360,000); inhibition, % at 15.5 µM; in the data active = inhibition above about 4.5%;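 note: 0% = vehicle wells with enzyme and 100% = reference inhibitor wells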
Active calls of the source: *; i = inactive; nt = not tested or not shown; + = active, no number.

SMILES	SKN-1 block	MT1-MMP act inh	Neddylation inh	CendR NRP1 mod	MsrA act	eLon inh	Rin1 Abl inh	FAS TE block	MsrA inhibitor
CC12CCC(C(=O)N3CCCCCC3)(OC1=O)C2(C)C (configuration not stated)	11	4	i	-2	-2	-6	-5	-5	0.6
CC(=O)NC(CC(=O)NCC(c1ccco1)N(C)C)c1ccccc1 (configuration not stated)	-17	-1	i	1	-13	-11	6	0	-0.9
Cc1ccc(C(=O)NC(=S)NCC(=O)c2ccccc2)cc1	2	6	i	2	-1	-8	4	-4	-1.1
CCOc1ccc(S(=O)(=O)NC(Cc2cnc[nH]2)C(=O)O)cc1 (configuration not stated)	2	-2	i	13	-14	7	0	-4	0.2
CCN(C(=O)CSc1ccc2ccccc2c1)C1CCS(=O)(=O)C1 (configuration not stated)	2	0	i	3	-3	-5	3	-6	-0.9
CN(CC(=O)Nc1ccccc1Br)c1ncnc2sccc12	10	1	i	1	-3	2	2	0	1.3
COc1ccc(C(C(=O)NCC2CCCO2)N(C(=O)c2snc(C(N)=O)c2N)c2ccc(C)cc2)cc1OC (configuration not stated)	-2	-1	i	5	-2	-4	2	-1	0.0
Cc1ccc(C(=O)C2=C(O)C(=O)N(c3ncccn3)C2c2ccccc2F)o1 (configuration not stated)	-11	-2	i	0	-5	-5	4	-2	1.0
CC1CN(C(=O)N2CCCCC2)CCN1C(=O)N1CCCCC1 (configuration not stated)	-7	4	i	-4	0	-4	2	-6	0.6
CC1CCCCN1C(=O)c1ccc(C(=O)c2ccccc2)cc1 (configuration not stated)	7	-1	i	6	-2	-4	0	2	0.6
CC(C)Cn1cc(-c2cncc3nccn23)cn1	13	5	nt	-7	1	-3	1	-8	1.7
COc1cc(NC(=O)c2ccccc2[N+](=O)[O-])ccc1NC(=O)c1cc2ccccc2o1	4	-2	i	-2	-4	-1	-3	39	3.0
O=[N+]([O-])c1ccccc1CNC(Cc1ccccc1)c1ccccc1 (configuration not stated)	9	-5	i	9	1	0	5	29	0.2
COc1ccc(NC(=O)COC(=O)CN2C(=O)C3CC=CCC3C2=O)c([N+](=O)[O-])c1 (configuration not stated)	12	3	i	-2	-3	-8	2	0	1.4
Cc1cc(C)n2cnnc2n1	-4	-2	i	11	-2	-8	0	-6	1.0

Entries of single compounds from above:
COc1cc(NC(=O)c2ccccc2[N+](=O)[O-])ccc1NC(=O)c1cc2ccccc2o1 across the screens: SKN-1 block: 4; MT1-MMP act inh: -2; Neddylation inh: i; CendR NRP1 mod: -2; MsrA act: -4; eLon inh: -1; Rin1 Abl inh: -3; FAS TE block: 39; MsrA inhibitor: 3.0
CC12CCC(C(=O)N3CCCCCC3)(OC1=O)C2(C)C (configuration not stated) across the screens: SKN-1 block: 11; MT1-MMP act inh: 4; Neddylation inh: i; CendR NRP1 mod: -2; MsrA act: -2; eLon inh: -6; Rin1 Abl inh: -5; FAS TE block: -5; MsrA inhibitor: 0.6
CCOc1ccc(S(=O)(=O)NC(Cc2cnc[nH]2)C(=O)O)cc1 (configuration not stated) across the screens: SKN-1 block: 2; MT1-MMP act inh: -2; Neddylation inh: i; CendR NRP1 mod: 13; MsrA act: -14; eLon inh: 7; Rin1 Abl inh: 0; FAS TE block: -4; MsrA inhibitor: 0.2

(continued)
SMILES	SKN-1 block	MT1-MMP act inh	Neddylation inh	CendR NRP1 mod	MsrA act	eLon inh	Rin1 Abl inh	FAS TE block	MsrA inhibitor
CC1Cc2ccccc2N1S(=O)(=O)c1cccc(C(=O)NCCCn2ccnc2)c1 (configuration not stated)	9	1	i	10	-5	7	1	-12	-1.0
Cc1ccc(N(C(=O)c2csnn2)C(C(=O)NC2CCCCC2)c2cccnc2)c(C)c1 (configuration not stated)	2	-4	i	2	-3	8	-1	-4	0.4
CCCCCCCCN1C(=O)[C@H](CC(=O)NCc2cccc(C(F)(F)F)c2)C[C@@]2(C(=O)OCC)CCC=C12	12	3	i	-6	nt	nt	nt	nt	0.3
O=C(CN1C(=O)c2ccccc2C1=O)NCc1ccncc1	-1	-6	i	10	-2	-6	-1	-3	-0.3
COc1cc(NC(=O)C(=O)NNC(=O)C2CCCCC2)c(OC)cc1Cl	-1	1	i	-1	-3	4	2	-11	0.0
Cc1ccoc1C(=O)NCCNC(=O)c1occc1C	-2	-1	i	11	-2	-6	-4	-6	-1.5
Cc1ccc(-n2ncc3c(=O)n(-c4ccc(C)c(C)c4)c(-c4ccco4)nc32)cc1	18	-11	i	-24	-1	-9	2	24	4.0
CC1CCCCN1C(=O)COc1ccc2ccc(=O)oc2c1 (configuration not stated)	2	2	i	4	-11	-7	4	-6	0.7
Cc1cc(C)c(NC(=O)C2CCCN2C)c(C)c1 (configuration not stated)	-1	-2	i	0	0	4	-1	-6	1.0
CC1CCCCC1NC(=O)COC(=O)CN1C(=O)c2ccccc2C1=O (configuration not stated)	-2	-2	i	2	-1	-2	0	-6	-1.0
Cc1cccc(C2c3c(n(C)c(=O)n(C)c3=O)N=C3c4ccccc4C(=O)C32)c1 (configuration not stated)	-10	-1	i	-3	-8	-2	-1	8	0.2
COc1cc(NC(=O)CSc2ncccc2C(=O)OC(C)C)cc(OC)c1	17	-4	i	1	0	1	-1	11	1.9
CCOc1ccc(NC(=O)C2CC(C)=C(C)CC2C(=O)O)cc1 (configuration not stated)	-20	2	i	-8	-1	-1	5	-7	-0.6
O=[N+]([O-])c1ccccc1S(=O)(=O)N1CCN(Cc2ccccc2)CC1	12	3	i	-10	-3	-3	0	12	1.8
COc1ccc(/C=C/C(=O)OCC(=O)Nc2ccc(N3CCOCC3)cc2)cc1	-1	2	i	18	-3	-3	-2	-11	0.3
Cn1c(=O)c2c(SCC(=O)N3CCOCC3)nc(C3CC3)nc2n(C)c1=O	-5	4	i	1	-1	-8	1	-7	-0.1
Cc1ccc(NC(=S)Nn2cnnc2)cc1	7	-1	i	-1	-4	0	0	-7	1.3
CCCCOC(=O)CNc1n[nH]c(=S)[nH]c1=O	0	3	i	-6	-6	-16	4	-3	1.4
Cc1ccc(CNC(=O)C2CC(=O)N(c3ccc(OCC(=O)N4CCCC4)cc3)C2)cc1 (configuration not stated)	14	-2	i	-11	-2	-10	2	-2	0.7
CCCN(CC(=O)Nc1ccccc1OC)C(=O)c1cccc(S(=O)(=O)Nc2ccc(OC)cc2)c1	5	2	i	12	-3	-5	2	4	-0.9
Cc1cccc(-n2c(-c3csc(C)c3)n[nH]c2=S)c1	1	1	i	-3	-1	-10	-1	-7	0.1
COc1cc(/C=N/NC(=S)Nc2cccc(S(=O)(=O)N(C)C)c2)ccc1O	5	0	i	5	-8	1	-3	-5	4.2
O=C(Nc1cc(F)cc(F)c1)c1ccc(NCCc2ccccc2)c([N+](=O)[O-])c1	-2	-75	i	-241	-4	-20	0	-19	-1.0
CCOC(=O)CSc1nncc2ccc(OC)c(OC)c12	-22	4	i	-16	-1	-4	-1	-7	0.2
N#CCn1c2ccccc2c2nc3ccccc3nc21	8	-2	+	-8	0	1	-7	5	-0.2
COc1ccc(CCNC(=O)c2cc3c(=O)n4ccccc4nc3n(CCCN3CCOCC3)c2=N)cc1OC	16	5	i	-6	-4	-3	-8	-7	0.3
CC(C)COC(=O)C(C)Nc1n[nH]c(=S)[nH]c1=O (configuration not stated)	-12	2	i	-7	-25	0	0	-5	1.9
Cc1onc(-c2ccccc2Cl)c1C(=O)N1CCN(C)CC1	3	-3	i	2	-3	3	-3	-4	-1.1
CCC(C)Sc1nc2ccccc2c(=O)[nH]1 (configuration not stated)	1	4	i	11	15*	-3	0	-9	0.1
CC1(C(=O)NS(=O)(=O)c2ccc(F)cc2F)CCN1C(=O)CCc1ccccc1 (configuration not stated)	12	-1	i	0	3	-5	-1	-8	1.4
Cc1ccc(SCC(=O)NNC(=O)c2cncc(Br)c2)cc1	5	0	i	5	-1	-6	0	-2	0.7
CCOC(=O)CC1C(=O)NCCN1Cc1cccs1 (configuration not stated)	3	2	i	3	-4	-1	0	-3	-0.7
COc1ccc(OCCC(=O)Nc2cc3c(cc2C(=O)O)OCCCO3)cc1	-14	-2	i	4	-6	3	1	-5	-0.8
COc1ccc(/C=N/NC(=O)c2ccoc2C)cc1COc1ccc(Cl)cc1	26	-5	i	-8	-4	-7	-8	19	2.7
Cc1ccc(C2CC(c3cccs3)=NN2C(=O)c2ccco2)o1 (configuration not stated)	8	-4	i	5	-4	-8	-1	15	2.0
CCN1C(=O)[C@@H]2[C@@H](c3ccc(-c4ccc(Cl)c(Cl)c4)cc3)N3CCCC[C@@]3(C(=O)OC)[C@@H]2C1=O	22	0	i	-4	0	-4	3	44	1.0
O=C(O)C1CCCN(S(=O)(=O)c2cccs2)C1 (configuration not stated)	-11	0	i	3	-8	3	0	-7	0.5
Cc1ccc(/C=C/C(=O)OCC(=O)NC(C)c2ccccc2)o1 (configuration not stated)	-3	2	i	11	-3	8	-3	-5	6.5*
COc1ccc(-c2ccc(-c3nnn(CC(C)=O)n3)cc2)cc1	0	8	i	-6	-4	2	0	-8	0.7
O=C(NC1CCC(O)CC1)c1cc(-c2ccc(Cl)cc2)nc2ccccc12 (configuration not stated)	13	-1	i	2	-4	2	1	8	-0.1
COc1ccccc1N=C1SC(C(=O)Nc2ccc(F)cc2)CC(=O)N1C (configuration not stated)	-6	1	i	-7	-8	-6	1	-2	-0.6
CC(=O)N1CC2(CC(c3ccc(Cl)cc3Cl)=NO2)CN1c1cccc(Cl)c1 (configuration not stated)	12	-1	i	-5	1	-3	-4	19	-0.3
CCCNC(=O)NC(=O)CSc1ccc(C)cc1C	2	1	i	10	-2	5	-4	-1	-0.8
COC(=O)c1cc(Cl)c(NC(=O)/C=C/c2ccc(Cl)cc2Cl)cc1OC	5	-3	nt	6	-7	4	2	12	0.8
CCc1c(N)nc(N)nc1Nc1ccc(C)c(C)c1	2	6	i	4	-1	-3	4	-9	0.4
Cc1ccc(C2(c3noc(CN(C)Cc4ccccn4)n3)CCCC2)cc1	8	-2	i	5	-5	-1	1	6	1.5
Nc1ccc2oc(-c3ccccc3Cl)nc2c1	8	1	nt	1	-4	9	-3	-9	0.9
CN(Cc1nc2ccccc2c(=O)[nH]1)C(=O)COc1ccccc1Cc1ccccc1	16	4	i	31*	-1	-9	2	7	0.4
COC(=O)CN1C(=O)COc2ccc(S(=O)(=O)NCc3ccccc3)cc21	33	-1	i	13	-2	-3	-1	-2	-0.9
Cc1ccc(NC(=O)CCC(=O)c2cccs2)cc1	-1	2	i	-12	-4	0	5	-7	0.3
Cc1cccc(OCCSc2nc3ncnc(N)c3[nH]2)c1	-11	1	i	-9	-8	-6	-1	-2	1.3
CC(CN1CCOCC1)OC(=O)C1COc2ccccc2O1 (configuration not stated)	15	2	i	7	-3	5	-1	-1	0.6
CC1Cc2ccccc2N1C(=O)CSc1nnc(N)s1 (configuration not stated)	0	1	i	-1	-4	-2	-2	-9	0.9
COc1ccc(C(c2sc3ncnn3c2O)N2CC(C)OC(C)C2)cc1OC (configuration not stated)	-7	-1	i	-11	-12	-14	-3	-3	1.9
COc1ccc(NC(=O)CN(C2CCCCC2)S(C)(=O)=O)cc1OC	15	-1	i	6	-2	1	-4	-4	1.4
CCn1ccnc1CN(C)C(=O)C1CCC(=O)N(Cc2cccc(C(F)(F)F)c2)C1 (configuration not stated)	7	-2	i	1	-9	-6	1	-5	0.0
O=C1CN(C(=O)CSc2nncs2)c2ccccc2N1	1	-4	i	-11	-2	-8	-1	-3	0.7
C=C1CCN([C@@H](C)C(=O)OCc2ccc(C)cc2)S(=O)(=O)c2ccccc21	1	9	i	0	-11	-6	3	13	-0.8
COc1ccc(N(CC(=O)N/N=C/c2cc(OC)ccc2OC)S(=O)(=O)c2ccccc2)cc1	15	-1	nt	9	-2	-3	2	14	-1.7
